From PubChem BioAssay
CXCR6 block: CXCR6 receptor inhibitors, primary screen, cell-based, beta-arrestin, luminescence, CHO-K1 PathHunter, 1536-well; inhibition, % at 20 µM; 0.36% of 360,000 active; C-X-C chemokine receptor type 6 (Homo sapiens), O00574; in the data active = inhibition above about 34%, passing the limit was not always enough;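 note: antagonist mode with CXCL16 agonist at 10 nM final; 0% = 10 nM CXCL16 with DMSO and 100% = unstimulated wells without agonist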
697 NFkB inh: inhibitors of PMA/ionomycin-induced NF-kB reporter, 697 cells, primary screen, B-cell NF-kB inhibitor project, cell-based, luminescence, uHTS. inhibition, % at 4 µM. 697 B-cell NF-kB luciferase reporter, 16 h. 0.33% of 330,000 active; in the data active = inhibition above about 35%
Mdm2 MdmX PPI: inhibitors of human Mdm2-MdmX association, primary screen, cell-based, luminescence, split luciferase, SaOS-2, uHTS. inhibition, % at 8 µM. SaOS-2 split-luciferase Mdm2/MdmX complementation. 3% of 330,000 active. Protein Mdm4 (Homo sapiens) + E3 ubiquitin-protein ligase Mdm2 (Homo sapiens), …;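 active = inhibition of at least 50% at 8 µM in the primary screen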
UPR XBP1 act: activators of adaptive XBP1 UPR arm, primary screen, cell-based, CHO-XBP1 luciferase reporter, luminescence, uHTS. IRE1-XBP1 UPR activation; percent of tunicamycin response, DMSO as zero. activation, % at 20 µM. 0.33% of 330,000 active;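 active = versus positive control, 20 µM dose yields 30% or more activation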;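 note: 100% = tunicamycin at 10 µg/mL and 0% = DMSO only wells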
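Material: CHO-XBP1 cells stably carrying IRE1-XBP1-driven luciferase reporter / Amount: 1000 cells per well / Compound: 20 µM, 1% DMSO / Times: 6 h treatment, 37 °C / Detection: luciferase luminescence / Measure: % activation of reporter signal versus tunicamycin and DMSO controls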
Jurkat NFkB inh: inhibitors of induced NF-kB luciferase reporter, primary screen, TCR NF-kB activation inhibitor project, cell-based, luminescence, uHTS; inhibition, % at 4 µM; Jurkat, PMA/ionomycin-induced NF-kB luciferase reporter; 0.53% of 330,000 active; in the data active = inhibition above about 50%
UPR CHOP act: activators of apoptotic CHOP UPR arm, primary screen, cell-based, CHO-CHOP luciferase reporter, luminescence, uHTS; UPR activation; percent of tunicamycin response over DMSO baseline; activation, % at 10 µM; 0.34% of 330,000 active;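 active = at 10 µM dose, activation of 40% or more, normalized to positive control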;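 note: 100% = tunicamycin at 10 µg/mL and 0% = DMSO alone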
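assay system = CHO CHOP reporter cells | amount = 500 CHO-CHOP cells per well | buffer or medium = F12 with 10% FBS | incubation = 16-18 h cell attachment, then 6 h compound exposure, 37 °C | detection = luminescence read with Steady-Glo | read-out = percent activation relative to tunicamycin control | controls = tunicamycin high control, DMSO low control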
EBI2 antag: EBI2 receptor antagonists, beta-arrestin recruitment, primary screen, cell-based, luminescence, 7a,25-OHC stimulation, uHTS | G-protein coupled receptor 183 (Homo sapiens), P32249 | 7a,25-OHC stimulated | inhibition, % at 5 µM | 0.81% of 360,000 active; in the data active = inhibition above about 38%;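 note: enzyme fragment complementation signal reports receptor beta-arrestin coupling in cells; 0% = agonist plus DMSO wells and 100% = wells without agonist; some results beyond the cut were filed as inactive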
Target sequence (P32249 whole entry, looked up, the tested form may be a part): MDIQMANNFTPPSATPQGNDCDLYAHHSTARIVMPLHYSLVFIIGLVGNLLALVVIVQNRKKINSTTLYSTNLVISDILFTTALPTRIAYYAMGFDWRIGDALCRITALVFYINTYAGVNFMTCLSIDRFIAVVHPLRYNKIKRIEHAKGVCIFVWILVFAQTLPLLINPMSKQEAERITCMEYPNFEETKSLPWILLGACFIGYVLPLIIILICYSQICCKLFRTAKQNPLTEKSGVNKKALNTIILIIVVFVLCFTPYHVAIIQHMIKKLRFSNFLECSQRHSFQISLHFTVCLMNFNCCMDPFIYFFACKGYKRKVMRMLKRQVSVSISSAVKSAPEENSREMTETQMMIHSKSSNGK
Gli-Sufu antag: Gli-Sufu pathway antagonists, primary screen, luciferase luminescence, Sufu-KO-LIGHT cells, uHTS. Sufu-KO-LIGHT fibroblasts, Gli luciferase reporter luminescence. inhibition, % at 5 µM. 0.74% of 340,000 active. AID 588413, 2011;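 active = inhibition above about 55%, limit read from the data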;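 note: 0% = DMSO-treated cells and 100% = wells with medium but no cells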
CCR6 antagonist: CCR6 receptor antagonists, primary screen, cell-based, CHO-K1, luminescence, beta-arrestin, uHTS; CHO-K1 CCR6 PathHunter beta-arrestin, CCL20-stimulated; AID 493098, 2011; 0.49% of 340,000 active; C-C chemokine receptor type 6 (Homo sapiens), P51684; inhibition, % at 20 µM;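 active = compounds whose inhibition of the agonist-driven luminescence signal at 20 µM reaches about 50%, limit read from the data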;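 note: cells stimulated with CCL20 at 14 nM final; plate controls were DMSO with CCL20 for no effect and DMSO without agonist for full effect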
Target sequence (P51684 whole entry, looked up): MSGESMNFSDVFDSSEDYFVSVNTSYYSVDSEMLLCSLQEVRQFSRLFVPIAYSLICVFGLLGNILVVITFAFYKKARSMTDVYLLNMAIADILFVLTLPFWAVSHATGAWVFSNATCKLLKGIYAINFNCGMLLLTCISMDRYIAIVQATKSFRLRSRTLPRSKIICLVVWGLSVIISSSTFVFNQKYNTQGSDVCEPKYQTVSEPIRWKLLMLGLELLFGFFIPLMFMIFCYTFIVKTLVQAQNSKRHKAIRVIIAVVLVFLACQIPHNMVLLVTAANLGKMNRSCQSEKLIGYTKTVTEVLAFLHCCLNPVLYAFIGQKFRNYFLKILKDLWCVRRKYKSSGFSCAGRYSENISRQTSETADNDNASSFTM
Active calls of the source: *; . = not tested or not shown.

compound,CCR6 antagonist,Jurkat NFkB inh,EBI2 antag,UPR CHOP act,CXCR6 block,UPR XBP1 act,697 NFkB inh,Gli-Sufu antag,Mdm2 MdmX PPI
CCCCNC(=O)c1onc(CSc2ccccc2)c1C(=O)NCCCC,10,4,15,-0.7,-8,-2,-2,-2,8
COc1ccc(NC(=O)c2ccc(NC3CC(=O)N(c4ccc(C)cc4C)C3=O)cc2)cc1 (stereo unspecified),16,7,39,0.1,-5,6,17,0,16
CC12CCC(C/C1=N/NC(=O)COc1ccccc1Cl)C2(C)C (stereo unspecified),0,-5,3,3.0,-4,2,-19,-5,21
Cc1ccc2oc(C(=O)N3CCCCCC3)c(C)c2c1,1,-67,2,3.0,7,11,-59,-60,-24
O=C(CN(Cc1ccccc1Cl)C(=O)CCC(=O)Nc1nccs1)NCC1CCCO1 (stereo unspecified),5,4,-6,-1.3,-9,2,7,-9,11
c1cc(-c2sc(-c3ccncc3)c(-c3ccncc3)c2-c2ccncc2)ccn1,6,26,8,0.3,5,-3,6,16,39
c1ccc(-c2nnc(-c3ccccn3)s2)nc1,2,-72,-25,-5.0,-1,-8,-120,-26,-11
O=C(Nc1ccccc1Br)c1ccccc1-c1ccccc1,3,39,11,1.6,-5,0,-31,-2,22
Cc1ccc(C)c(S(=O)(=O)N2CCN(C(=O)Cn3cnc4c3c(=O)n(C)c(=O)n4C)CC2)c1,3,11,-8,0.8,-2,-2,3,-29,15
CCOc1ccc(N2CC(O)Cn3c2nc2c3c(=O)n(CCCc3ccccc3)c(=O)n2C)cc1 (stereo unspecified),6,26,6,-2.9,-10,-2,3,3,17
CC(=O)N1c2ccc(S(=O)(=O)N3CCC(C(=O)N4CCC(C)CC4)CC3)cc2CC1C (stereo unspecified),2,3,-19,2.3,-10,-5,-2,28,6
[O-]/[N+](=C\c1ccco1)c1ccc(Cl)cc1,5,-40,9,7.4,-3,5,-52,-54,0
O=C(Cn1nnc(-c2ccccc2)n1)NC1CCS(=O)(=O)C1 (stereo unspecified),3,-8,6,-0.6,1,-2,2,0,-2
CCOC(=O)C1CCN(C(=O)COC(=O)CNC(=O)c2ccc(OC)cc2)CC1,-1,4,-2,-0.5,-14,-3,-3,-11,10
Cc1ccc(OCc2nnc(NC(=O)c3ccco3)s2)c(C)c1,-10,3,6,2.3,-10,-2,-18,-6,24
CC(C)n1cc(C(=O)N2CCCC(N3CCN(c4ccc(F)cc4)CC3)C2)cn1 (stereo unspecified),-12,18,-7,-0.2,3,-5,2,5,-11
COc1ccc(CC(=O)NNC(=O)CCc2ccccc2)cc1OC,-16,-4,-3,-1.6,2,-3,16,-3,19
O=C(Nc1ccccc1Cl)/C(Cl)=C(\Cl)S(=O)c1ccccc1 (stereo unspecified),95*,100*,60*,-12,93*,-9,-79,25,94*
CC1CCCCC1NC(=O)CSc1nnc(COc2ccccc2Cl)o1 (stereo unspecified),12,-8,2,3.0,7,-2,-15,0,-10
CC(=O)c1ccc(OCC(C)Oc2ccc(C#N)cc2)cc1 (stereo unspecified),7,4,0,-0.1,5,-1,-9,1,-6
O=C(Nc1cccnc1)c1scc2c1OCCO2,-10,1,-19,1.4,-12,0,17,-10,21
Cc1c(C(=O)NC2CCCCC2)oc2ccccc12,10,-40,9,2.7,-3,-1,-42,-32,-14
O=c1[nH]c2ccccc2c(=O)n1Cc1ccccc1,25,9,-5,-1.8,13,-2,14,8,-2
C=CCn1c(CNC(=O)c2ccccc2C)nnc1SCC(=O)NC1CCCC1,-17,-6,-8,-0.6,-1,-5,9,14,11
COC(=O)Nc1nnc(-c2ccc(OC)cc2)s1,-7,-26,-14,-1.5,6,-2,-80,-35,-35
Fc1ccc(N2CCN(c3nnnn3-c3ccccc3)CC2)cc1,18,2,3,0.4,6,-1,10,5,10
C(=N\n1cnnc1)/c1ccc(N2CCOCC2)cc1,-23,3,-9,-1.6,-6,-1,-1,-1,15
O=C(O)c1cccc2c1C(=O)c1cc([N+](=O)[O-])ccc1-2,-4,.,2,.,17,.,.,2,.
Cc1cccn2c(=O)c3cc(C(=O)NCCN4CCOCC4)n(C)c3nc12,11,4,5,-0.9,-1,1,-4,-6,-14
CCOC(=O)Cn1c(=NC(=O)C2CC2)sc2c(C)cc(C)cc21,11,-2,19,-0.9,0,-5,1,2,17
CC1=NN(C(C#N)c2ccccc2C)C(C)(C)C1 (stereo unspecified),12,-7,-2,-1.9,3,2,-9,-4,-13
COC(=O)c1[nH]c2ccc(Cl)cc2c1NC(=O)CN1CCC(C(N)=O)CC1,15,17,.,-1.8,.,-1,-1,6,3
O=S1(=O)N=C(Oc2ccccc2)c2ccccc21,-21,-10,-2,-1.7,-2,-3,2,4,-3
O=C(COC(=O)/C=C/c1nc2ccccc2s1)Nc1cccc2ccccc12,1,1,-6,-0.6,-8,-1,16,-2,0
O=C(COc1ccc(Br)cc1CO)Nc1ccccc1F,0,-48,8,4.0,-6,14,-1,-38,-1
CCCC(=O)Nc1cc(C)c(NC(=O)c2cccs2)cn1,7,7,-4,-1.4,-8,0,19,-5,9
C#CCOCCOCCOCCNc1nc(N2CCOCC2)nc(N2CCN(C(=O)[C@H](Cc3ccc(O)cc3)n3cc([C@@H](N)C(C)CC)nn3)CC2)n1 (stereo partly specified),8,0,-12,2.0,-2,1,1,-17,-9
O=C1c2cccc3cccc(c23)C(=O)N1Cc1ccco1,5,6,-3,-0.1,2,2,2,1,-3
O=C(CN1C(=O)c2ccccc2S1(=O)=O)NCc1cccs1,-1,-17,1,-0.6,-7,-4,-2,6,15
COC(=O)[C@@]1(Cc2ccccc2)[C@H]2C(=O)N(C)C(=O)[C@H]2[C@H]2CN=C(SCc3ccc(C)cc3)N21,18,.,4,1.9,4,3,-4,12,30
O=S(=O)(NN=C1CCCCCCC1)c1ccc(Br)cc1,14,-1,-6,-0.6,3,-3,10,-16,-19
CCN(CCCNC(=O)C1CCCN(S(=O)(=O)CC)C1)c1cccc(C)c1 (stereo unspecified),-1,-1,-5,-1.8,-8,-1,19,-5,-14
O=C(C[C@@H]1C/C=C\C[C@@H](NC(=O)OCC2c3ccccc3-c3ccccc32)C(=O)OCCNC1=O)N[C@@H](CO)Cc1ccccc1,10,-1,2,2.0,0,-3,-7,26,9
COc1ccc(OC)c(N=Cc2c(O)[nH]c3ccccc23)c1,6,-6,0,-1.1,0,7,8,-3,39
O=C(/C=C\c1ccc2c(c1)OCO2)Nc1c2c(nn1-c1ccc(Cl)cc1)CSC2,11,14,10,-2.7,14,-2,-13,12,38
CCCSC1=N/C(=C\c2ccsc2)C(=O)S1,12,-6,3,0.8,-6,2,-4,6,32
Cc1onc(-c2ccccc2Cl)c1C(=O)Nc1cccc(-c2nc3ncccn3c2C)c1,-3,-1,-13,-0.8,-3,-1,10,7,-48
COc1ccccc1N1CCN(C(=O)C(OC(C)=O)c2ccccc2)CC1 (stereo unspecified),-8,-3,-3,1.9,1,-1,15,-13,16
CCOC(=O)/C(C#N)=C/Nc1ccccc1NS(=O)(=O)c1cccc(C(C)=O)c1,9,11,0,-0.9,2,-4,7,6,1
CCOC(=O)c1cc(S(=O)(=O)NCc2ccc3c(c2)OCO3)cn1C,5,-2,-1,-3.2,-5,-7,7,-5,13

Arranged by value in CCR6 antagonist (rising): some entries from above
| Molecule | CCR6 antagonist | Jurkat NFkB inh | EBI2 antag | CXCR6 block | UPR XBP1 act | 697 NFkB inh | Mdm2 MdmX PPI |
| --- | --- | --- | --- | --- | --- | --- | --- |
| O=C(CN1C(=O)c2ccccc2S1(=O)=O)NCc1cccs1 | -1 | -17 | 1 | -7 | -4 | -2 | 15 |
| CC12CCC(C/C1=N/NC(=O)COc1ccccc1Cl)C2(C)C (stereo unspecified) | 0 | -5 | 3 | -4 | 2 | -19 | 21 |
| CCOC(=O)Cn1c(=NC(=O)C2CC2)sc2c(C)cc(C)cc21 | 11 | -2 | 19 | 0 | -5 | 1 | 17 |
| COC(=O)[C@@]1(Cc2ccccc2)[C@H]2C(=O)N(C)C(=O)[C@H]2[C@H]2CN=C(SCc3ccc(C)cc3)N21 | 18 | . | 4 | 4 | 3 | -4 | 30 |

Results in 697 NFkB inh and Jurkat NFkB inh, for two of the compounds above:
| SMILES | 697 NFkB inh | Jurkat NFkB inh |
| --- | --- | --- |
| CCCC(=O)Nc1cc(C)c(NC(=O)c2cccs2)cn1 | 19 | 7 |
| C#CCOCCOCCOCCNc1nc(N2CCOCC2)nc(N2CCN(C(=O)[C@H](Cc3ccc(O)cc3)n3cc([C@@H](N)C(C)CC)nn3)CC2)n1 (stereo partly specified) | 1 | 0 |

New compounds follow
compound,CCR6 antagonist,Jurkat NFkB inh,EBI2 antag,UPR CHOP act,CXCR6 block,UPR XBP1 act,697 NFkB inh,Gli-Sufu antag,Mdm2 MdmX PPI
COc1ccc([N+](=O)[O-])cc1NS(=O)(=O)c1ccccc1,12,11,-10,0.6,5,0,-11,5,-27
N#Cc1c(N)nc2c(c1N)CC(=O)N2c1ccccc1-c1ccccc1,28,13,-7,-0.7,2,4,9,7,19
CCC(=O)NC(c1ccccc1Cl)c1c(O)ccc2ccccc12 (stereo unspecified),9,-2,0,-1.3,-8,-4,17,-4,5
Cn1ncc(Cl)c1C(=O)Nc1ccncc1,6,1,8,-0.4,4,-1,4,0,-9
COc1cc(/C=N/Nc2ccc(Cl)c(C(=O)O)c2)ccc1OCC(=O)N1C(C)CCCC1C (stereo unspecified),-2,7,-6,5.5,-4,-2,14,-2,4

Compounds as they come. Share with any hit: about 5%.
